LYPLA1 inh: LYPLA1 (human) inhibition in PME1 counter-screen; recombinant LYPLA1, FP-Rh probe fluorescence polarization; inhibition, % at 5.9 µM; 320,000 tested, 0.16% active;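 active = inhibition above the mean of all tested compounds plus 3 SD, set per campaign, cut at about 14% in these data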;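 note: inhibitors block serine hydrolase probe labeling of LYPLA1 so polarization falls; 0% = enzyme with DMSO and 100% = wells lacking LYPLA1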
PAD4 FP inh: PAD4 (human) enzyme inhibition | 330,000 tested, 0.41% active | Q9UM07 | recombinant PAD4, RCA probe fluorescence polarization | inhibition, % at 6.36 µM;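 active = percent inhibition above a cutoff equal to the mean of all tested compounds plus 3 SD, cut at about 15% in these data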;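 note: 0% = PAD4 with RCA probe and DMSO and 100% = probe without PAD4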
pPAFAH inh: pPAFAH (human) enzyme inhibition. Q13093. recombinant pPAFAH, FP-rhodamine probe fluorescence polarization. inhibition, % at 3.39 µM. 330,000 tested, 1.5% active. AID 463082;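 active = inhibition above the mean inhibition across the screen plus 3 SD, cut at about 25% in these data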;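 note: inhibitors block binding of the rhodamine activity-based probe so polarization drops; 0% = enzyme with DMSO and 100% = wells lacking pPAFAH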
Target sequence (Q13093 whole entry, looked up): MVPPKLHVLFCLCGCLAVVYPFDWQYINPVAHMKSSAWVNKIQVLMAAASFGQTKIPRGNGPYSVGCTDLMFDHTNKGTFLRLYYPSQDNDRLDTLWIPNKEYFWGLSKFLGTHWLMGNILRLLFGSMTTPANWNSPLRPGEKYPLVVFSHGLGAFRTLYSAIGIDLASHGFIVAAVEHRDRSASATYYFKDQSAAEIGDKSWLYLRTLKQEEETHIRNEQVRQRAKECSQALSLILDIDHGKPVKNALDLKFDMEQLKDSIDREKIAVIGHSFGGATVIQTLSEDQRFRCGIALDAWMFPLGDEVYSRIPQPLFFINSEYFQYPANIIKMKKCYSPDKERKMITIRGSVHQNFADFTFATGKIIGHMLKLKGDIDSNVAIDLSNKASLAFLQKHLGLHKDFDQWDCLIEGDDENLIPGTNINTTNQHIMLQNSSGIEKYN
PME-1 inh: blocks human protein phosphatase methylesterase 1. Q9Y570. recombinant PME-1, FP-Rh probe fluorescence polarization. inhibition, % at 5.9 µM. 320,000 tested, 0.53% active;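 active = inhibition above the campaign mean of all compounds plus 3 SD, cut at about 26% in these data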;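 note: competitive labeling of PME-1 active site by serine hydrolase directed probe; 0% = PME-1 with DMSO and 100% = wells lacking PME-1 enzyme; inhibitors block probe labeling so polarization falls and inhibition rises; many of its hits are not listed in these tables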
PAFAH1B3 inh: inhibitors of human PAFAH1B3 | inhibition, % at 3.39 µM | 340,000 tested, 0.28% active | recombinant PAFAH1B3, FP-rhodamine probe, fluorescence polarization | Q15102;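 active = inhibition above the screen-wide average of all tested compounds plus 3 SD, cut at about 25% in these data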;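 note: 0% = enzyme with DMSO only and 100% = wells lacking PAFAH1B3 protein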
Target sequence (Q15102 whole entry, looked up): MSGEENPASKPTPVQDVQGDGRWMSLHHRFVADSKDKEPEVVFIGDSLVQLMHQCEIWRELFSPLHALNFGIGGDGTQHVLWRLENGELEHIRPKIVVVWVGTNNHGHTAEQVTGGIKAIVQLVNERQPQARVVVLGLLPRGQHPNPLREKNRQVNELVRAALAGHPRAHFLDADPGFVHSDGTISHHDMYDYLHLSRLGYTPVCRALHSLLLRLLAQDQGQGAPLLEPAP
LYPLA2 inh: counter-screen for PME1 inhibitors: inhibitors of human LYPLA2. recombinant LYPLA2, FP-Rh probe fluorescence polarization. O95372. inhibition, % at 5.9 µM. AID 2177. 320,000 tested, 0.38% active;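 active = inhibition above the screen-wide mean plus 3 SD, limit set per campaign, cut at about 26% in these data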;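 note: 0% = LYPLA2 with DMSO and 100% = wells lacking LYPLA2 enzyme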
PREPL inhibitor: inhibitors of human prolyl oligopeptidase-like enzyme PREPL; Q4J6C6; recombinant PREPL, fluorescence polarization activity-based probe; inhibition, % at 5.96 µM; 320,000 tested, 0.68% active; AID 2751; in the data active = inhibition above about 43%;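 note: 0% = enzyme with DMSO and 100% = wells lacking enzyme; many of its hits are not listed in these tables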
PAFAH1B2 FP inh: PAFAH1B2 (human) inhibition; P68402; recombinant PAFAH1B2, FP-rhodamine activity probe, fluorescence polarization; inhibition, % at 3.39 µM; 340,000 tested, 1.2% active;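 active = inhibition above the mean of all tested compounds plus 3 SD, cut at about 24% in these data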;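 note: 0% = enzyme with DMSO and 100% = wells lacking PAFAH1B2; many of its hits are not listed in these tables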
GSTO1 counter: counter-screen for RBBP9 inhibitors: inhibitors of human GSTO1; inhibition, % at 5.96 µM; AID 1974; recombinant GSTO1, activity-based probe fluorescence polarization; 300,000 tested, 1.1% active;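 active = inhibition above the campaign mean inhibition plus 3 SD, cut at about 35% in these data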;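 note: 0% = GSTO1-1 with DMSO and 100% = wells lacking GSTO1-1 enzyme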
Target sequence (P78417 whole entry, looked up): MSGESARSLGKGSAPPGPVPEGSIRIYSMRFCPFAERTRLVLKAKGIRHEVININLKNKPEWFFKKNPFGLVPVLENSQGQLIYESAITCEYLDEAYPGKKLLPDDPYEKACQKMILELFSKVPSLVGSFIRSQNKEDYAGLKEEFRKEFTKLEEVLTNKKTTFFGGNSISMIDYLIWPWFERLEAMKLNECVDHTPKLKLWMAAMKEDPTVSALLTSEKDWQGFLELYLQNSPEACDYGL
* = called active by the depositor; / = no result given; & = joins results of further samples.

structure,LYPLA1 inh,PAD4 FP inh,pPAFAH inh,PME-1 inh,PAFAH1B3 inh,LYPLA2 inh,PREPL inhibitor,PAFAH1B2 FP inh,GSTO1 counter
O=C(NNc1ccccc1)Nc1ccccc1F,2,4,4,2,2,3,1,4,5
COc1cccc(N2CCN(C(=O)CCC(=O)N3CCOc4ccc(C)cc43)CC2)c1,1,5,-10,-4,6,5,17,-1,3
Cc1c(NS(=O)(=O)c2ccc3c(c2)NC(=O)CC(=O)N3)cccc1[N+](=O)[O-],-1,-5,2,-4,6,0,6,0,20
Cc1cccc(-n2ncc3c(Nc4c(C)n(C)n(-c5ccccc5)c4=O)ncnc32)c1,-3,6,-3,2,2,4,20,-1,-4
COc1ccc(CN(C)C(=O)C2CSC3(C)CCC(=O)N23)cc1OC (centres undefined),-1,-1,2,-2,3,-1,-1,6,/
CCC(C)[C@H](NS(=O)(=O)c1ccc(C)cc1)C(=O)N1CCC(C(=O)N[C@@H](Cc2ccccc2)C(=O)O)CC1 (some centres undefined),2,-1,0,1,1,6,9,4,7
Cc1ccc(C)c(N(CC(=O)NC(C)(C)C)C(=O)CCC(=O)Nc2nccs2)c1,4,-3,-3,1,4,4,16,1,-4
O=C(CSCC(=O)N1CCN(c2ccccc2)CC1)Nc1nc(-c2ccc(Cl)s2)cs1,-9,1,11,-10,4,-9,19,3,-3
COC(=O)c1ccc(NS(=O)(=O)NC(=O)c2cn(C)c3ccccc23)cc1,-1,-4,6,1,2,3,-3,1,7
O=C(CN1C(=O)c2cccnc2Oc2ccc(Cl)cc21)N1CCCC1,0,3,2,-1,4,2,-1,-4,1
COc1ccc(N=C2SC(C(=O)Nc3ccc4c(c3)OCO4)CC(=O)N2C)cc1 (centres undefined),-2,-5,4,-2,8&7,53*,21,4&3,2
Cc1ccc(S(=O)(=O)NCCN2CCOCC2)c(C)c1C,0,-4,4,-4,6,0,8,-3,-7
CCC(=O)Nc1ccc(C(=O)CN2C(=O)NC3(CCOc4ccccc43)C2=O)cc1 (centres undefined),-2,1,3,0,2,-1,-6,-3,/
CCS(=O)(=O)c1ccc(C(=O)Nc2ccccc2OC)c(Cl)c1Cl,2,-5,6,-7,2,8,2,3,2
CC1CCC2(CC1)NC(=O)N(CC(=O)NC(=O)Nc1ccc3c(c1)OCCO3)C2=O (centres undefined),-4,-4,-1,0,0,4,3,1,9

A few values from the entries so far.
PME-1 inh, `CC1CCC2(CC1)NC(=O)N(CC(=O)NC(=O)Nc1ccc3c(c1)OCCO3)C2=O` (centres undefined) : 0
PME-1 inh, `O=C(CN1C(=O)c2cccnc2Oc2ccc(Cl)cc21)N1CCCC1` : -1
PAFAH1B2 FP inh, `Cc1ccc(C)c(N(CC(=O)NC(C)(C)C)C(=O)CCC(=O)Nc2nccs2)c1` : 1
PREPL inhibitor, `O=C(CSCC(=O)N1CCN(c2ccccc2)CC1)Nc1nc(-c2ccc(Cl)s2)cs1` : 19
PAD4 FP inh, `Cc1ccc(S(=O)(=O)NCCN2CCOCC2)c(C)c1C` : -4
PAFAH1B3 inh, `CCS(=O)(=O)c1ccc(C(=O)Nc2ccccc2OC)c(Cl)c1Cl` : 2

Other compounds follow.
structure,LYPLA1 inh,PAD4 FP inh,pPAFAH inh,PME-1 inh,PAFAH1B3 inh,LYPLA2 inh,PREPL inhibitor,PAFAH1B2 FP inh,GSTO1 counter
CCn1c(SCC(=O)Nc2cccc(NC(=O)c3ccco3)c2)nnc1-c1cccs1,5,-1,-1,0,4,0,-24,-5,1
COc1ccccc1CNC(=O)N1CCN(c2ccccc2C)CC1,-2,-5,3,-9,-2,-4,5,4,6
CC(C)C(OC(=O)c1ccco1)C(=O)NCc1ccccc1 (centres undefined),-2,1,5,-4,7,2,-13,6,-4
O=C(NNC(=O)c1csc(-c2cccnc2)n1)c1ccccc1,1,6,-7,-1,-1,0,16,2,6
Cc1ccc(OCc2ccc(C(=O)NNC(=S)NCC3CCCO3)o2)c([N+](=O)[O-])c1 (centres undefined),-1,-3,-7,-4,-3,-8,-10,1,1
CCOc1ccsc1C(=O)NNC(=O)c1ccco1,0,4,3,0,1,4,6,2,6
COc1ccc(CCC(=O)Nc2cc(Cl)ccc2OC)cc1,4,-1,-2,11,3,5,7,2,1
COc1ccc(-c2csc(NC(=S)NC(=O)/C=C/c3ccccc3)n2)cc1Br,0,1,-1,-6,/,-8,7,/,4
Cc1ccc(CNC(=O)CN(CCc2ccccc2)S(C)(=O)=O)cc1,-1,-4,-4,2,-2,4,-5,9,10
COCC(C)NC(=O)c1ccccc1OC(C)=O (centres undefined),0,0,1,4,8,3,1,7,2
CCN(Cc1cnn(C)c1)C(=O)c1ccc2nc(Cc3cccc(Cl)c3)oc2c1,2,1,3,1,1,1,2,0,2
CSCCC(=O)N1CCC(CCC(=O)NC2CC2)CC1,2,2,0,3,1,2,13,2,2
Nc1ccc(-c2cnc[nH]2)cc1[N+](=O)[O-],-1,0,1,-1,5,-1,0,3,4
O=C(NN=C1CCCC1)c1ccccc1OCCOc1ccccc1,3,2,-1,2,2,1,10,6,-4
Clc1ccc(C2=NNC(=NCC3CCCO3)SC2)cc1 (centres undefined),0,2,3,-1,1,-4,-2,7,0
Cc1ccc2nc(NC(=O)Cn3cc4c(n3)CCCCC4)sc2c1,-1,2,3,-4,6,-2,8,1,1
Cc1ccc(NC(=O)COC(=O)Cn2c(C)csc2=O)c([N+](=O)[O-])c1,1,-7,6,7,1,1,6,-5,-1
CC(C)c1ccc(N=c2c([N+](=O)[O-])nn(-c3ccc4c(c3)OCCO4)n2O)cc1,-4,18*,10,6,5,8,9,2,-3
O=C(/C=C/c1ccc(Br)cc1)NCc1cccs1,-2,-2,5,-5,1,5,-5,0,4
Cc1nnc(SCC(=O)NCC(=O)Nc2ccc(F)c(F)c2F)n1Cc1ccccc1,1,-2,1,0,9,-10,7,-1,1
CCOc1ccc(CCNC(=O)c2cccc(S(=O)(=O)N3CC(C)OC(C)C3)c2)cc1OCC (centres undefined),2,-14,0,5,7,8,0,-3,9
Cc1ccc(-c2cn3c(n2)SCC3)cc1,-7,0,2,7,8,-2,13,-2,8
CCOc1ccc(/C=N/Nc2ccc(C(F)(F)F)cc2[N+](=O)[O-])cc1O,4,2,6,10,1,10,13,3,8
CCC(=O)N1CCN(c2cc(C)ccc2C)CC1,-1,-4,-2,-1,-5,-1,0,0,-4
COc1ccccc1CNS(=O)(=O)c1csc(C(N)=O)c1,3,4,4,3,0,6,2,8,-3
Cc1cc(Nc2ccc(F)c(F)c2)nc(-c2ccccc2O)n1,-6,-3,-3,-1,2,-9,-4,5,-1
O=C(/C=C/c1ccccc1)N1c2ccccc2Sc2ccc(C(F)(F)F)cc21,-3,-1,7,2,-3,-5,0,-4,-1
C/C=C(\C)CN1CCN(c2ccccc2)CC1,-3,-3,-4,5,-5,0,12,1,-2
Cc1cnc(NC(=O)Cc2ccc(C)c(C)c2)s1,1,0,1,-4,6,3,0,3,7
COc1ccc(/C=C2\N=C3CCCN3C2=O)cc1,-1,-7,-4,-4,2,3,-2,0,-6

Sorted by the number under PAD4 FP inh (rising): some entries from above.
SMILES | PAD4 FP inh
COc1ccc(/C=C2\N=C3CCCN3C2=O)cc1 | -7
O=C(/C=C/c1ccc(Br)cc1)NCc1cccs1 | -2
COc1ccccc1CNS(=O)(=O)c1csc(C(N)=O)c1 | 4

Remaining list, next part.
Second line of a record: LYPLA1 inh	PAD4 FP inh	pPAFAH inh	PME-1 inh	PAFAH1B3 inh	LYPLA2 inh	PREPL inhibitor	PAFAH1B2 FP inh	GSTO1 counter
- CCOC(=O)C1CCCN(C(=O)c2cnn3c(C(F)F)cc(-c4ccc(C)cc4)nc23)C1 (centres undefined)
    -1	4	6	1	10	2	1	2	-3
- Cc1nc2c(C)cccc2cc1C(=O)N/N=C/c1cccc([N+](=O)[O-])c1
    -2	1	5	2	-2	2	9	-1	-1
- COC(=O)c1cc(Sc2cccc(Cl)c2Cl)ccn1
    -1	2	22	-3	6	5	27	1	15
- Cc1ccccc1NC(=O)NCCc1c[nH]c2ccccc12
    -4	-4	5	0	3	6	3	8	-1
- CC(=O)c1c(OC(=O)c2ccccc2)ccnc1C(F)(F)F
    0	1	2	1	4	1	3	6	/
- Cn1c(=O)c2c(nc(Sc3ncnn3CC(=O)NC3CCCCC3)n2C)n(C)c1=O
    0	-3	-2	-5	10	1	1	-1	2
- CN(C(=O)c1ccc(COc2ccccc2Cl)o1)c1ccccc1
    3	5	9	-1	1	5	9	2	5
- O=C(/C=C/c1ccccc1)NCc1ccc2c(c1)OCO2
    1	-2	3	-3	3	3	-10	5	4
- N=C(N)SCc1ccccc1Cl
    -1	-4	8	-4	2	2	3	-3	2
- O=C1C=C(c2cccc(Cl)c2O)C[C@@H](c2ccc(F)cc2)C1
    -1	-3	4	17	-1	2	3	12	/
- CCC1=NN2C(=N)/C(=C/c3ccc(OS(=O)(=O)c4ccccc4)c(OC)c3)C(=O)N=C2S1
    -3	-8	11	-8	9	-3	-4	4	-7
- O=C(CSc1nc2ccccc2c(=O)n1-c1ccccc1)NCc1ccc2c(c1)OCO2
    0	-3	1	1	5	0	10	-3	-3
- CCOc1ccc(CC(C(N)=O)C(N)=O)cc1
    -5	2	-6	-5	8	-7	0	7	6
- O=C(NC1CC1)c1ccc(S(=O)(=O)NCC2CCCCC2)cc1
    2	-1	-2	1	7	8	-1	8	14
- Cc1cc(C(=O)COC(=O)C23CC4CC(CC(O)(C4)C2)C3)c(C)n1C
    /	2	1	/	0	/	-3	4	/

Assay outcomes as filed in PubChem.

Not all compounds are listed. The share of hits here may be higher or lower than overall.
